# PLK1 PBD inh = blocks phosphopeptide binding to human PLK1 polo-box domain; Potency, µM, for inactives: max response, negative = inhibition, most hits filed as inhibitors; actives 2.8% (n = 360,000); P53350; Plk1 PBD binding of FITC phosphopeptide, fluorescence polarization; AID 720504; further: potency means the concentration at half of the fitted maximal effect; series mostly up to about 57 µM; on the % scale 0 is the no-effect control and ±100 the full control effect; nearly all actives have a fitted effect of over 65% in size
# Target sequence (P53350 whole entry, looked up, the tested form may be a part): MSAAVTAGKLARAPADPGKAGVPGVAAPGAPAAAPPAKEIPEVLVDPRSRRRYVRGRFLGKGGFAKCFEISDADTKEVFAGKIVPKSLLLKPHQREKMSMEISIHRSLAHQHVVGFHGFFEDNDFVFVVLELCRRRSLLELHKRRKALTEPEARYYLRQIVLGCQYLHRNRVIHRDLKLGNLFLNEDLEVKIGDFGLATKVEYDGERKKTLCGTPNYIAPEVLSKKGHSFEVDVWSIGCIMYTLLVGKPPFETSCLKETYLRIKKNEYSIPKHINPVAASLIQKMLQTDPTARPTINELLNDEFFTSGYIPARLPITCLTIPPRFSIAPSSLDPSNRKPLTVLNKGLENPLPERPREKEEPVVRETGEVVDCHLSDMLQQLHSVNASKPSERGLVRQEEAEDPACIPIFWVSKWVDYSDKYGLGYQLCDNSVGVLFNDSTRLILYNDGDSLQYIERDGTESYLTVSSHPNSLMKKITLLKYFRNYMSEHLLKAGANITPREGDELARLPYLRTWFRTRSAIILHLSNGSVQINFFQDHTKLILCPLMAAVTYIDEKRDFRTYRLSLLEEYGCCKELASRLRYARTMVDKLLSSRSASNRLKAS
# EPAC1 ag = activates human EPAC1 exchange factor. O95398. AID 720707. EPAC1 agonist qHTS, biochemical assay; response scale: 100% = response to 6.5 mM cAMP. actives 0.073% (n = 360,000). Potency, µM (titrated, usually from 154 µM), inactives show at the highest dose activation, actives largely listed as activators; further: potency means the concentration at half of the fitted maximal effect; nearly all actives have a fitted effect of over 60% in size
#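 Read-out is the fluorescence drop as BODIPY-GDP leaves Rap1B (480 nm excitation, 540 nm emission), recorded every 5 minutes over 30 minutes. Reactions held 100 nM EPAC1, 250 nM Rap1B–BODIPY-GDP and 50 uM GDP, with 6.5 mM cAMP setting full activation.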
# EPAC2 antagonist = antagonists of human EPAC2; Q8WZA2; EPAC2 GEF exchange of Rap1B-BODIPY-GDP, fluorescence; Potency, µM (highest dose often 114 µM), inactives show top-dose activity, negative = inhibition, usual class: inhibitors; actives 0.18% (n = 360,000); AID 720708; further: potency means the concentration at half of the fitted maximal effect; on the % scale 0 is the no-effect control and ±100 the full control effect; nearly all actives have a fitted effect of over 45% in size; many of its hits are not listed in these tables
# PI5P4Ka inh = PI5P4K alpha (human) kinase inhibition; P48426; PI5P4Kalpha enzyme, ADP-Glo luminescence, 60 min; active compounds read low; max response, %; actives 1.2% (n = 330,000); active means max response of -50% or lower; inconclusive means between -30% and -50%; inactive means -30% or higher; further: value at the top dose of about 77 µM; on the % scale 0 is the no-effect control and ±100 the full control effect
# Target sequence (P48426 whole entry, looked up): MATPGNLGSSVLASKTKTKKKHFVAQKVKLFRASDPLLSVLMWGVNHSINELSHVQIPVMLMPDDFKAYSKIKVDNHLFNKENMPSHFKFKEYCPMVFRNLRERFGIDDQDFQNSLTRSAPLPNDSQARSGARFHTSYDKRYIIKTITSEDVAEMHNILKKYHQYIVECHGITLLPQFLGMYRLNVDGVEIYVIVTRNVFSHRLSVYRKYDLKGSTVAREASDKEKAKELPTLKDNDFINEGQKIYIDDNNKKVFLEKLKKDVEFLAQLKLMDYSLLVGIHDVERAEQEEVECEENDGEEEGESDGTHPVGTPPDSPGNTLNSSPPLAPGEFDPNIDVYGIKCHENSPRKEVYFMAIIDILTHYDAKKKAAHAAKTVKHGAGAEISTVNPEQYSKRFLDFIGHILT
#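 Compounds were pin-transferred onto PI5P4Kalpha and substrate in HEPES pH 7.4 buffer with EGTA, CHAPS and 5% DMSO. ATP (5 microM final) started the reaction, which ran 60 minutes at room temperature before ADP-Glo detection.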
# Mm-Cpn inhibitor = blocks the Methanococcus maripaludis chaperonin Mm-Cpn | purified Mm-Cpn ATPase, ADP Transcreener TR-FRET | Potency, µM (titrated, usually from 76.9 µM), for inactives: at the top dose activity, negative = inhibition, actives largely listed as inhibitors | actives 0.031% (n = 330,000) | AID 504842; further: potency means the concentration at half of the fitted maximal effect; on the % scale 0 is the no-effect control and ±100 the full control effect; nearly all actives have a fitted effect of over 80% in size
#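 Eu-cryptate anti-ADP/ADP-d2 competition gives a ratio inversely related to ADP. Enzyme at 25 nM was pre-exposed to compound for 10 min, then given 10 uM ATP for 30 min, 37°C throughout.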
# CCT chaperon mod = cytosolic chaperonin activity modulation | purified chaperonin ATPase assay, HTRF ADP detection, 30 min | activity change, % (test concentration not listed), hits read low | actives 0.3% (n = 360,000) | AID 651819; in the data active means activity change below about -30%; further: on the % scale 0 is the no-effect control and ±100 the full control effect
#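 We incubate TRiC, 40 or 20 nM final, with library compounds at 76 uM and 10 uM ATP for 30 min at 37 °C. ADP formed is detected with Transcreener HTRF reagents after 30 min at room temperature.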
# EPAC1 antag = EPAC1 (human) antagonism | O95398 | EPAC1 GEF assay, Rap1b-BODIPY-GDP exchange fluorescence | Potency, µM (highest dose often 115 µM), without a hit: at the top dose activity change, negative = inhibition, most hits filed as inhibitors | actives 0.14% (n = 360,000);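 further: potency means the concentration at half of the fitted maximal effect; plate controls were vehicle for no effect and positive control for full effect; nearly all actives have a fitted effect of over 50% in size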
# WRN helicase inh = blocks human WRN helicase. Q14191. WRN helicase unwinding, fluorescent forked duplex, kinetic. Potency, µM (doses to about 114 µM), for the others: top-dose activity change, negative = inhibition, usual class: inhibitors. actives 0.46% (n = 360,000); further: potency means the concentration at half of the fitted maximal effect; on the % scale 0 is the no-effect control and ±100 the full control effect; nearly all actives have a fitted effect of over 55% in size
#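 Kinetic red-fluorescence monitoring (525/598 nm) tracks WRN helicase activity after 100 nM fluorophore-quencher forked duplex and 2 mM ATP are added to 20 nM enzyme pretreated 15 min at room temperature with compound.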
# * marks the source's active call; other numbers are inactive results; ? = inconclusive; / = not tested or not shown; & = joins results of further samples; [ ] = dose if it differs, or a comment. Unless noted, the call rests on the fitted dose curve; in most records, active means well fitted curve in the direction sought with a large enough effect; inconclusive means small, poorly fitted or top-dose-only effect, or another doubt; inactive means no such curve, though single readings can be large; an effect the other way counts as inactive or inconclusive. A portion of the library; the hit share may differ from the screen's.
EPAC1 antag	Mm-Cpn inhibitor	WRN helicase inh	CCT chaperon mod	PI5P4Ka inh	PLK1 PBD inh	EPAC2 antagonist	EPAC1 ag	SMILES
-2%	-2%	3%	-0.6	-2	3%	0%	4%	CCOCCCNC(=O)NC(=O)CN1CCN(S(=O)(=O)c2ccc3c(c2)OCCO3)CC1
4%	1%	-2%	-0.1	0	-8%	-5%	-1%	CC12CCC(=O)N1C(C(=O)Nc1ccc(SC(F)F)cc1)CS2 (configuration not stated)
-19%	-4%	5%	-1.2	1	-1%	-4%	-1%	Cc1cccc(N(C(=O)c2nsc(Cl)c2Cl)C(C(=O)NC2CCCC2)c2ccc(O)cc2)c1 (configuration not stated)
2%	1%	-3%	-0.7	/	1%	-5%	2%	CC1CC(=O)C2=C(C1)Nc1ncnn1C2c1ccccc1 (configuration not stated)
6%	-1%	0%	0.0	/	-12%	2%	-1%	CC(C)CNC(=S)NNC(=O)c1ccccc1OC(F)F
1%	2%	0%[57.1 µM]	-0.9	/	-7%	-2%	2%	COc1ccc(OC)c(NS(=O)(=O)c2cc(OC)ccc2OC)c1
23%	1%	14%	-0.5	-4	-2%	5%	2%	COC(=O)c1cc(C(=O)Nc2ccc(Cl)cn2)cc([N+](=O)[O-])c1
-6%	-1%	-2%	-1.5	3	-8%	-3%	-2%	COc1cccc(CC(=O)N2CCCC(CO)(Cc3ccc(F)cc3F)C2)c1 (configuration not stated)
-5%	-3%	-9%	-11	14	-3%	-19%[57.1 µM]	-3%	CCOC(=O)c1c(C)nc2sc(C(=O)Nc3ccc(C(C)=O)cc3)c(N)c2c1-c1ccc(OC)cc1
1%	-4%	-24%	0.7	0	-9%	-5%	-15%	COCc1ccc(C(=O)N2CCCCC2C(=O)Nc2ccc(-n3nc(C)cc3C)cc2)o1 (configuration not stated)
1%	-1%	?	-2.5	-1	8%	-9%	-4%	Cn1cc([C@@H]2C[C@H]3CN(Cc4cccc(Cl)c4)C(=O)[C@]34CCCN24)c2ccccc21
-25%	1%	-14%	-1.5	-22	19µM*	5%	4%	Cc1ccccc1SCC(=O)Nc1ccc(N2CCOCC2)cc1
20%	-2%	5%	-4.6	-1	-6%	-4%	9%	COCCn1c(CCc2ccccc2)n[nH]c1=S
-3%	1%	-9%	-13	-3	-2%	-5%	-2%	COCCCNC(=O)Cn1cc(/C=C(\C#N)C(=O)N2CCN(c3ccccc3)CC2)c2ccccc21
7%	1%	2%[57.1 µM]	-2.3	/	-5%	-1%	-8%	COc1ccc(N2CCN(C(=O)CCNS(=O)(=O)c3cccs3)CC2)cc1
21%	0%	-2%	0.5	-1	-8%	-13%	6%	O=[N+]([O-])c1ccc(OS(=O)(=O)Cc2ccccc2)cc1
4%	1%	3%	-1.0	5	5%	3%	3%	CCOC(=O)c1[nH]c(C)c(C(=O)NCc2ccc(C)cc2)c1C
5%	/	-6%	-0.3	3	-4%	-11%	2%	CCN(CC)c1c(C)nc2ccc(C(=O)NCc3ccc4c(c3)OCO4)cn12
-6%	0%	2%	-0.7	2	-2%	6%	21%	COC(=O)c1c(NC(=O)CC2Nc3ccccc3NC2=O)sc(C)c1C (configuration not stated)
-8%	-1%	-7%	-0.9	3	4%	-1%	8%	Cc1ccccc1C(=O)c1c[nH]c(C(N)=O)c1
?	-7%	/	-0.3	-88*	24µM*	12%	3%	O=c1cc2oc3cc(O)c(O)cc3c(-c3ccccc3O)c-2cc1O
-5%	0%	1%	-4.0	-1	6%	-1%	9%	CN(CC(=O)Nc1ccccc1C(=O)Nc1ccccc1)C1CCCCC1
1%	-4%	-5%	0.0	/	-8%	15%	0%	C=CCSc1nc(-c2ccccc2)c(C#N)c(=O)[nH]1
-4%	-6%	4%	-0.2	0	?	8%	-13%	Cc1ccc(C)c(OCC(=O)NCC(C)C)c1C
6%	0%	-2%	0.0	/	-6%	0%	5%	O=c1cc(CSc2nnc(COc3ccccc3Cl)o2)nc2sccn12

# A draw from above in order of formula weight, high to low.
EPAC1 antag	Mm-Cpn inhibitor	WRN helicase inh	CCT chaperon mod	PI5P4Ka inh	PLK1 PBD inh	EPAC2 antagonist	EPAC1 ag	SMILES
-19%	-4%	5%	-1.2	1	-1%	-4%	-1%	Cc1cccc(N(C(=O)c2nsc(Cl)c2Cl)C(C(=O)NC2CCCC2)c2ccc(O)cc2)c1 (configuration not stated)
5%	/	-6%	-0.3	3	-4%	-11%	2%	CCN(CC)c1c(C)nc2ccc(C(=O)NCc3ccc4c(c3)OCO4)cn12
-6%	0%	2%	-0.7	2	-2%	6%	21%	COC(=O)c1c(NC(=O)CC2Nc3ccccc3NC2=O)sc(C)c1C (configuration not stated)
?	-7%	/	-0.3	-88*	24µM*	12%	3%	O=c1cc2oc3cc(O)c(O)cc3c(-c3ccccc3O)c-2cc1O
21%	0%	-2%	0.5	-1	-8%	-13%	6%	O=[N+]([O-])c1ccc(OS(=O)(=O)Cc2ccccc2)cc1
20%	-2%	5%	-4.6	-1	-6%	-4%	9%	COCCn1c(CCc2ccccc2)n[nH]c1=S

# Additional entries follow:
EPAC1 antag	Mm-Cpn inhibitor	WRN helicase inh	CCT chaperon mod	PI5P4Ka inh	PLK1 PBD inh	EPAC2 antagonist	EPAC1 ag	SMILES
-25%	3%	-17%	1.3	14	?	6%	5%	NNc1cc(C(=O)O)ccc1Cl
-21%	0%	-21%	-1.1	23	-2%	2%	-6%	CN(CC#CC1(O)c2ccccc2-c2ccccc21)Cc1ccccc1
-11%	-3%	4%	-0.9	-1	-4%	18%	3%	COc1ccc(-n2c3c(cc(C(=O)N4CCC(C)CC4)c2=O)C(=O)CC(C)(C)C3)cc1
-2%	-1%	1%	-0.3	-2	-5%	15%	-9%	COc1ccc(-n2c(C)cc(C(=O)CN3C(=O)C(=O)N(Cc4ccccc4)C3=O)c2C)cc1
7%	/	-14%	-2.5	4	3%	4%	2%	OCc1ccnc2oc3ccccc3c12
1%	0%	4%	3.5	-10	-4%	1%	-4%	COc1ccc(CNC(=O)COC(=O)c2ccccn2)cc1
-17%	-1%	0%	-1.4	4	-21%	-5%	-15%	CCC(C)c1ccc(OCC(=O)NNC(=O)C2CCCCC2)cc1 (configuration not stated)
4%	2%	-4%	2.6	/	-2%	7%	-2%	COC(=O)Nc1ncc(CN2CCc3ccccc3C2)s1
-6%	-1%	1%	0.1	-3	0%	-1%	10%	CC(=O)Nc1ccc(NC(=O)c2ccco2)cc1
-7%	0%	4%	-2.6	-3	-10%	-20%	5%	COCCNC(=O)c1ccc(N2CCCCC2)c(NS(=O)(=O)c2ccc(C)cc2)c1
-4%	-1%&0%	7%	-0.8	-3	-11%	7%	4%	CCN1C(=NCCc2ccccn2)N[C@@H](c2cccc(F)c2)C(C(=O)OC)=C1C
?	1%	-9%	-1.8	9	-2%	-26%	0%	COc1ccc(C(C)(C)C)cc1NS(=O)(=O)c1cccc2cccnc12
2%	/	-2%	-0.1	-2	-3%	3%	-4%	COc1ccccc1-c1cnc(C(O)c2c(C)cc(C)cc2C)[nH]1 (configuration not stated)
-3%	0%	-1%	-0.7	-7	-7%	4%	10%	NS(=O)(=O)c1cccc(NC(=O)CCC(=O)c2cccs2)c1
-21%	2%	-6%	-1.0	-18	?	6%	0%	Cc1nc(Cc2nnc(SCC(=O)Nc3c(C)cccc3C)o2)cs1
14%	/	5%	-2.3	2	3%	7%	-7%	C[C@H]1CN([C@@H](C)CO)S(=O)(=O)c2ccc(-c3cccc(F)c3)cc2O[C@@H]1CN(C)C
-34%	-3%	-3%	1.7	14	-7%	-28%	1%	CC(=O)c1cnc(SCc2ccc(Cl)cc2)nc1C
-5%	-1%	3%	-0.4	25	-4%	3%	-2%	CC(C)(C)c1ccc(OCC(O)CN(CCO)CC(O)Cn2ccc3ccccc32)cc1 (configuration not stated)
0%	0%	8%	0.5	-18	-2%	8%	-1%	Cc1cc(C)c(NC(=O)CSc2nc3ccc(N4C(=O)c5ccccc5C4=O)cc3s2)c(C)c1
3%	-4%	1%[57.1 µM]	1.4	-29	0%	-19%	-3%	O=C(O)c1ccc2c(=O)n3c(nc2c1)/C(=C/c1cccc(Cl)c1Cl)CC3
-9%	-1%	?	-3.2	-12	-21%	0%	3%	O=[N+]([O-])c1ccc2c(c1)nc1n2CCSC1
-6%	/	?	-5.9	-22	?	11%	0%	COc1nc(N)nc(NC(=O)c2cccs2)c1N=O
2%	1%	-32%	-0.8	-8	-20%	-4%	8%	COc1cc(OC)c(OC)cc1/C=N/NC(=O)c1ccc(=O)n(C)c1
0%	-1%	-7%	-0.8	/	-4%	-4%	1%	COc1ccc(NC(=O)c2ccco2)cc1N
-6%	3%	-6%	0.4	-13	-2%	-9%	3%	COc1cc(/C=C/C(=O)OCC(=O)NC(=O)NCc2ccco2)ccc1OC(F)F
11%	/	3%	-0.6	1	7%	10%	1%	COc1cccc(NC(=O)N2CCc3nc(Nc4cc(Cl)cc(Cl)c4)ncc3C2)c1
-10%	-3%	-8%	-0.9	-6	-12%	7%[57.1 µM]	4%	CC(=O)Cc1nsc(Nc2ccc3c(c2)OCCO3)n1
-5%	0%	6%	-0.4	-6	-7%	4%	-18%	CC1=CS/C(=C(/C#N)C(=O)NCc2ccco2)N1c1ccccc1
4%	-1%	-2%	-0.5	-6	-1%	-2%	2%	COC(=O)c1ccc2nc(C(F)(F)F)[nH]c2c1
-9%	-1%	5%	-0.5	-13	-8%	?	4%	O=C1CCC(c2ccccc2)(c2ccccc2)CC1
-2%	1%	1%	-2.5	25	1%	-19%	-5%	Cc1cc(OCC(=O)OCC(=O)N2CC(C)CC(C)C2)ccc1Cl (configuration not stated)
6%	1%	-2%[57.1 µM]	-0.2	-3	-3%	-4%	13%	O=C(NC1CCN(S(=O)(=O)c2ccc(F)cc2)CC1)c1cccnc1

# A second format for part of the listing above.
# Values in the order: EPAC1 antag	Mm-Cpn inhibitor	WRN helicase inh	CCT chaperon mod	PI5P4Ka inh	PLK1 PBD inh	EPAC2 antagonist	EPAC1 ag
- CC1=CS/C(=C(/C#N)C(=O)NCc2ccco2)N1c1ccccc1
 : -5%	0%	6%	-0.4	-6	-7%	4%	-18%
- COC(=O)c1ccc2nc(C(F)(F)F)[nH]c2c1
 : 4%	-1%	-2%	-0.5	-6	-1%	-2%	2%

# Assay outcomes deposited in PubChem BioAssay by National Center for Advancing Translational Sciences (NCATS).
